Assay outcomes deposited in PubChem by several laboratories.
C-LANA FP – inhibitors of KSHV LANA C-terminal domain DNA binding; inhibition, % at 9 µM; AID 504423; MBP-C-LANA/FAM-LBS DNA binding, fluorescence polarization; hit rate 0.078% among 340,000;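 active = highest replicate inhibition at or above 60% at 9 µM, even if other replicates fall short; inactive = all replicates below 60% inhibition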;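 note: 0% = neutral control wells and 100% = 4 µM acridine orange control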
RTF Ca sens act – increases calcium sensitivity of human cardiac regulated thin filaments | P19429+P45379 | IANBD-labeled TnC RTF fluorescence at EC20 calcium; 0% EC20 calcium, 100% full calcium | activation, % at 7.2 µM | hit rate 0.24% among 340,000;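 active = activation above the mean over all tested compounds plus 3 SD, cut at about 30% in these data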;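 note: rise in fluorescence read as greater calcium sensitivity of cardiac thin filaments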
Keap1-Nrf2 PPI – Keap1-Nrf2 (human) interaction inhibition. AID 504523. Keap1 Kelch-Nrf2 peptide fluorescence polarization, 1536-well. hit rate 0.15% among 340,000. inhibition, % at 9.4 µM; in the data active = inhibition above about 12%;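 note: human Keap1 Kelch domain with fluorescein labeled Nrf2 9mer peptide probe; 0% = neutral control wells and 100% = peptide positive control; higher means more block of Keap1 binding to Nrf2 peptide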
dFosB act – mouse delta FosB homodimer activation. purified delta FosB, TAMRA-CDK5 oligo fluorescence polarization; percent of positive-control signal above neutral wells. activation, % at 25 µM. hit rate 0.99% among 340,000. AID 493131;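 active = mean activation above about 17%, with every replicate also reaching it, limit read from the data, passing the limit was not always enough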;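 note: fluorescence polarization rise as delta FosB binds a TAMRA Cdk5 AP-1 oligo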
Mot1-301 SUMO – blocks SUMOylation pathway, rescuing yeast Mot1-301 growth. S. cerevisiae Mot1-301 growth rescue, ATP luminescence, 38.5C; percent above DMSO median, 100 means doubled. growth rescue, % at 18.8 µM. hit rate 1% among 320,000;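 active = every valid replicate shows activation above 250% relative to neutral control wells; inactive = the rest, any valid replicate at or below 250%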;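 note: OY570 slx delta 5 strain wells were the positive control but not used for scaling; some compounds called inactive have numbers as strong as hits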
RTF Ca sens inh – cardiac RTF calcium desensitization; AID 493244; IANBD-labeled cardiac RTF, Ca2+ fluorescence; hit rate 0.12% among 340,000; inhibition, % at 7.15 µM; P19429+P45379;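 active = inhibition above the mean inhibition of all tested compounds plus 3 SD, cut at about 17% in these data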;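 note: assay run at fixed EC70 calcium of 1.6 mM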
PvdQ acylase – blocks Pseudomonas aeruginosa PvdQ acylase activity; purified PvdQ acylase, fluorescence plate reader; inhibition, % at 10 µM; hit rate 0.063% among 340,000; in the data active = inhibition above about 30%, passing the limit was not always enough;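 note: 0% = vehicle neutral wells and 100% = reference inhibitor wells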
NSD2 inh – blocks human histone methyltransferase NSD2; O96028; NSD2 peptide methylation, AlphaScreen, 120 min; inhibition, % at 12.5 µM; hit rate 0.54% among 310,000; AID 743445; in the data active = inhibition above about 50%
CDK5 inh – inhibitors of human CDK5/p35 kinase. Recombinant CDK5/p35, ADP-Glo luminescence, 60 min. inhibition, % at 10 µM. Q00535+Q15078. hit rate 0.01% among 330,000. AID 488839;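 active = highest replicate inhibition of at least 50% and at least 75% of replicates reaching 50%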;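 note: plate controls were DMSO neutral control for no effect and GW8510 at 10 µM for full effect; many of its hits are not listed in these tables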
Target sequence (Q00535 whole entry, looked up): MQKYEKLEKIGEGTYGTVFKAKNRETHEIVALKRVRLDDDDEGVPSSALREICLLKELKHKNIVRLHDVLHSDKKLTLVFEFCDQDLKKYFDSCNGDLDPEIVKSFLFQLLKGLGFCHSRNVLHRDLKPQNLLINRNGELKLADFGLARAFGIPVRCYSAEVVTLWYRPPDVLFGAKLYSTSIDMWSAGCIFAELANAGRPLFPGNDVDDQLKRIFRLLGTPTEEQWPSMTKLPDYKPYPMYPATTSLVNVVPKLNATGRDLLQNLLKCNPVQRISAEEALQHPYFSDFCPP
Target sequence (Q15078 whole entry, looked up): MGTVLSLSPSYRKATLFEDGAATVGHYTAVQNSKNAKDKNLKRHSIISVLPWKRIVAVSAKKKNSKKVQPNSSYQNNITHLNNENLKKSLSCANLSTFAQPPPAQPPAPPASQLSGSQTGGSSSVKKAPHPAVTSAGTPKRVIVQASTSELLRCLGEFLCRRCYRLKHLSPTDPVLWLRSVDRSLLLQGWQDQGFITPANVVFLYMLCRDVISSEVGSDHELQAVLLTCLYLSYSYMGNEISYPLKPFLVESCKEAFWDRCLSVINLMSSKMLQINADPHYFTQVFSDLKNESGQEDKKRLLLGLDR
Rtt109 HAT inh – inhibitors of Candida albicans Rtt109/Vps75 histone acetyltransferase; purified Rtt109/Vps75, ThioGlo CoA-SH fluorescence, 4 h; hit rate 0.16% among 330,000; Q5AAJ8; inhibition, % at 34.9 µM;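 active = inhibition of at least 50% in every replicate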
Target sequence (Q5AAJ8 whole entry, looked up): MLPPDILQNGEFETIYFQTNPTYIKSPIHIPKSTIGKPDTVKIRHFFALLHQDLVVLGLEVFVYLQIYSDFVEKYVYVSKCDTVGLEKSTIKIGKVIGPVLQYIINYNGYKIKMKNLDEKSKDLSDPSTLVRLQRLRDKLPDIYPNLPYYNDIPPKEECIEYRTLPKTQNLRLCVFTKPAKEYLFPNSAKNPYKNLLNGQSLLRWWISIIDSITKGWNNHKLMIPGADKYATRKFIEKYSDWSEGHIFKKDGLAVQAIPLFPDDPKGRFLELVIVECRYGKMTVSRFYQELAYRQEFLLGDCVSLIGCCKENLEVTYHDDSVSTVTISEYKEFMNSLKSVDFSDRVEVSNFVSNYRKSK
PfHsp90 yeast 2 – reduces growth (ATP signal) of yeast expressing P. falciparum Hsp90; S. cerevisiae expressing PfHsp90, BacTiter-Glo ATP, 48 h; yeast lacking PDR1 and PDR3 efflux regulators; hit rate 0.32% among 310,000; inhibition, % at 9.4 µM;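 active = every replicate shows inhibition above about 80%, whatever the replicate mean, limit read from the data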;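 note: 0% = DMSO neutral controls and 100% = 20 µM radicicol positive controls; yeast relying on Plasmodium falciparum Hsp90 in place of its own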
* = called active by the depositor; i = inactive; . = no result given.

SMILES	C-LANA FP	RTF Ca sens act	Keap1-Nrf2 PPI	dFosB act	Mot1-301 SUMO	RTF Ca sens inh	PvdQ acylase	NSD2 inh	CDK5 inh	Rtt109 HAT inh	PfHsp90 yeast 2
COc1ccc(OC)c(C(=O)CSc2nc3ccccc3n2CC(=O)NC(C)(C)C)c1	-0.7	-2	1	1	-8	-7	-8	-1	0.1	0	15
CCOc1ccccc1C1CC(=O)Nc2cc(OC)c(OC)c(OC)c21 (centres undefined)	0.1	1	-3	-1	-17	-8	-13	-3	0.7	-7	-34
COc1ccccc1Oc1cc(C#N)c(C#N)cc1-n1nnc2ccccc21	-0.5	-8	-1	-7	10	-2	-11	-3	-1.6	-4	-13
Cc1cc(C)c(NC(=O)/C(=C/c2ccco2)c2ccccc2)c(C)c1	0.7	1	-5	-2	-10	-6	13	5	0.3	17	-23
Cc1cc(-c2ccccc2)c2nncn2n1	-2.1	-2	-2	0	-9	-2	-4	8	-4.2	-5	.
COC(=O)CN(c1ccc(F)cc1)S(=O)(=O)c1ccc2c(c1)OCCO2	-1.8	2	0	-3	26	8	2	0	0.7	10	6
CC(Sc1nnc(NC2CC2)s1)C(=O)Nc1ccc(S(N)(=O)=O)cc1 (centres undefined)	0.3	-4	-4	-2	108	-3	-13	2	0.3	-11	15
CCCc1nc2ccccc2c(C(=O)OCC(=O)Nc2c(C)n(C)n(-c3ccccc3)c2=O)c1CC	-1.3	7	-4	-9	-8	-4	-16	-1	0.0	-2	19
C=C1C[C@H](O[C@@H]2O[C@H](CO)[C@@H](O)[C@H](O)[C@H]2O)[C@@H]2[C@H](OC(=O)[C@H]2C)[C@H]2[C@H](C)[C@H](O)C[C@@H]12	-1.2	6	-2	-4	-5	3	-16	.	-1.2	-3	-19
CCOC(=O)C1=C(C)OC(N)=C(C#N)C1c1ccoc1 (centres undefined)	2.1	-3	-3	-6	20	-2	4	0	-1.4	4	.
O=C(Nc1ccc2nc(N3CCOCC3)sc2c1)c1ccccc1	-2.0	-3	0	-4	56	-4	-18	-6	1.3	-4	12
c1ccc(CCNc2nc(-c3ccncc3)nc3ccccc23)cc1	-0.5	.	-2	-13	-16	.	6	1	-0.8	1	-14
CSc1ccc(CCNC(=O)CN2C(=O)CCSc3ccccc32)cc1	0.4	-3	7	-1	-4	-4	-5	2	-0.5	3	4
CN(C)/C=C/C(=O)c1ccncc1	0.8	4	-7	-5	877*	-6	-14	0	-0.4	-1	31
CCNC(=S)N(Cc1cc2c(C)ccc(C)c2[nH]c1=O)C1CCCC1	-2.2	3	-1	-20	271	-6	-1	5	0.3	19	3
Cc1nc2cc(NS(=O)(=O)c3cccc4cccnc34)ccc2s1	0.0	-14	-5	-7	-1	-4	-13	0	-1.4	-3	4
Cc1ccc(NC(=O)CSc2ncn[nH]2)c([N+](=O)[O-])c1	-1.8	-5	4	-3	-3	-3	-18	1	1.3	0	2
CC(C)Cc1nnc(NC(=O)CCC(=O)N2CCN(c3ccccc3)CC2)s1	1.1	-3	-2	-1	-1	-7	2	-2	0.9	.	-6
CCCCN1CC(=O)N2[C@@H]3c4cc(Br)ccc4OC[C@@H]3[C@H](C(=O)OCC)[C@]2(C)C1=O	0.5	-2	3	-2	.	-5	4	.	-0.2	-6	3
CC1CCC/C(=C\Nc2ccc(C(=O)O)c(O)c2)C1=O (centres undefined)	4.4	0	-9	0	107	-1	-17	6	-4.2	-4	-2
Cc1ccc(/C=N/NC(=O)CSc2nc3ccccc3[nH]2)o1	0.0	-1	2	-4	-6	1	-2	4	-2.3	-4	-39
O=C(CNS(=O)(=O)c1ccc2ccccc2c1)OCc1nnc(-c2ccccc2)o1	-0.4	3	-1	-9	-1	-2	-12	-1	-0.2	5	-24
CCc1nnc(SCC(=O)Nc2nc(C)c(C(=O)N(C)C)s2)n1CC	0.8	-4	-4	1	-1	4	-10	-4	-1.8	-7	3
CCOC(=O)c1sc(=S)n(-c2ccccc2)c1N	-1.2	5	1	-6	.	0	2	-2	0.6	-8	-2
CCO/C=C1/C(=O)N(C(C)=O)c2ccccc21	1.5	0	0	-1	-2	-5	-11	-1	0.5	2	.
COCCSc1ccccc1C(=O)N1CCOCC1	-1.0	-2	0	-1	-4	3	8	0	1.1	2	-6
Cc1nc2sc(C(N)=O)c(N)c2c2c1CCCC2	6.1	-2	-1	-6	27	-7	-13	-1	3.0	2	15
COc1ccc(C2(C(=O)NCc3ccco3)CCCC2)cc1OC	-2.8	-2	-4	-4	8	-13	-15	15	-3.3	10	5
CCCCC(O)CN1CCC(c2ccccc2)CC1 (centres undefined)	-2.8	7	-6	2	299	-1	3	-2	1.1	-1	-19
O=C1NCCCc2nonc21	-0.5	8	-4	1	11	-4	-9	.	0.9	-6	8
COc1cccc(CNC(=O)C2CCCN(c3nc4ccccc4o3)C2)c1 (centres undefined)	-0.1	18	1	-9	-17	-12	-9	-2	-1.4	1	18
N#Cc1ccccc1S(=O)(=O)N1CCN(C(=O)c2cc3c(s2)CCC3)CC1	1.9	-4	5	-1	.	8	-12	-4	-0.2	-11	25
CSc1nn(-c2ccc(C(=O)OCC(=O)NC(=O)NC(C)C)cc2)c(=S)s1	-0.6	3	-6	-2	-10	-11	-1	-1	0.9	-4	-13
Cc1nnc(NC(=O)c2cccc(S(=O)(=O)N3CCN(C)CC3)c2)s1	-1.1	5	-6	-3	6	-7	-15	2	0.5	1	-29
COc1cc(/C=N/NC(=O)c2cccc(S(=O)(=O)N3CCCC3)c2)cc(OC)c1O	-2.5	-3	-3	-12	0	3	5	1	-0.6	15	.
CC1CN(C(=O)Nc2ccc(Br)cc2Cl)CC(C)O1 (centres undefined)	-1.0	-2	-4	4	i	3	-11	0	0.3	-2	-11
COc1ccc(N2CCN(C(=O)Cn3cnc4c3c(=O)n(C)c(=O)n4C)CC2)cc1	-0.2	3	-5	-3	1	-2	-19	4	1.8	1	12
Cc1ccc(C)c(NC(=O)NCCN2CCCCC2)c1	-0.4	-8	-3	2	7	5	2	-2	-0.5	.	-6
O=[N+]([O-])c1ccc(Sc2ccccc2)nc1	0.9	3	-1	2	9	-4	14	2	-0.8	5	-12
CCN(c1ccccc1)S(=O)(=O)c1ccc(C(=O)NCCCn2ccnc2)cc1	0.3	11	-5	-7	-18	-2	-7	11	1.3	-4	4
COc1ccc(Nc2nc(-c3cccs3)nc3ccccc23)cc1S(=O)(=O)N1CCOCC1	1.1	-4	-1	16	8	3	-6	-6	1.2	-2	-21
Cc1ccc(C(=O)C(c2ccccc2)N2Cc3ccccc3C2=N)cc1 (centres undefined)	1.5	-7	2	-2	0	9	-11	.	-1.0	0	-21
CCOc1ccc(NC(=O)CSc2nnc(Cc3ccccc3)c(=O)n2N)cc1	-0.4	-8	5	-10	16	5	-11	1	1.3	-7	-8
CC1C/C(=C/c2cccn2C)C(=O)/C(=C/c2cccn2C)C1 (centres undefined)	-7.2	375*	-16	-17	-30	-410	-3	13	-0.4	7	-111
O=C(NC1CCCCC1)c1cc(S(=O)(=O)N2CCCC2)ccc1Cl	0.9	2	0	-6	5	16	-13	1	-1.9	-11	18
COc1ccc(/C(C)=N/Nc2cccc(C(=O)O)c2)cc1OC	1.0	3	-1	-2	10	6	19	4	-2.0	-8	9
Cc1onc(-c2ccccc2)c1C(=O)Nc1nnc(N2CCCCCC2)s1	0.8	-1	-3	-7	516	1	-1	.	-0.5	20	-1
Nc1ccc(Sc2ccccc2)nc1	1.6	11	-3	-3	297	-3	3	-1	-1.1	9	-1

An excerpt from above in order of formula weight, rising:
SMILES	C-LANA FP	RTF Ca sens act	Keap1-Nrf2 PPI	dFosB act	Mot1-301 SUMO	RTF Ca sens inh	PvdQ acylase	NSD2 inh	CDK5 inh	Rtt109 HAT inh	PfHsp90 yeast 2
Nc1ccc(Sc2ccccc2)nc1	1.6	11	-3	-3	297	-3	3	-1	-1.1	9	-1
CC1C/C(=C/c2cccn2C)C(=O)/C(=C/c2cccn2C)C1 (centres undefined)	-7.2	375*	-16	-17	-30	-410	-3	13	-0.4	7	-111
CCOc1ccc(NC(=O)CSc2nnc(Cc3ccccc3)c(=O)n2N)cc1	-0.4	-8	5	-10	16	5	-11	1	1.3	-7	-8

The list continues.
SMILES	C-LANA FP	RTF Ca sens act	Keap1-Nrf2 PPI	dFosB act	Mot1-301 SUMO	RTF Ca sens inh	PvdQ acylase	NSD2 inh	CDK5 inh	Rtt109 HAT inh	PfHsp90 yeast 2
Cc1ccc([N+](=O)[O-])cc1NC(=O)C1CCCC1	-1.7	2	1	-8	-9	-10	-5	-5	-2.2	-2	0
CN1CCN(c2ccc(NC(=O)c3ccc4c(c3)OCCO4)cc2Cl)CC1	-1.6	11	-5	1	-7	-7	-3	6	-1.3	-17	-36
CCN(CC)S(=O)(=O)c1ccc(NC2CCN(Cc3ccccc3)CC2)nc1	-0.4	3	0	-6	-16	-4	-12	2	3.8	-1	-31
CCn1cc(/C=C2/SC(=S)NC2=O)c(C)n1	-0.8	-1	8	7	-9	-9	10	0	0.5	-6	6
COc1ccccc1CNC(=O)Cn1cc([N+](=O)[O-])ccc1=O	0.7	3	-2	-1	-12	3	4	-1	-1.0	1	-20
Cc1nn(C)c(=O)n1-c1ccc(OCc2ccccc2)cc1	0.7	0	-5	7	174	-1	-8	-3	6.2	0	13
CC(C)C(=O)Nc1cccc(C(=O)Nc2ccc(S(=O)(=O)N3CCOCC3)cc2)c1	5.9	0	-3	-3	-1	2	-10	-2	0.3	-5	4
Cc1cc2nc(/C=C/c3cccnc3)[nH]c2cc1C	-1.1	0	-2	3	2	-1	-101	-8	0.2	-38	6
CC(=O)N1CCc2cc(S(=O)(=O)NCCC(=O)NCCc3ccc(C)cc3)ccc21	0.9	1	-5	-4	315	5	3	.	-1.5	2	9
Cc1ccc(NC(=O)N2C3CCCC2CC(NC(=O)C2CC2)C3)cc1 (centres undefined)	-0.9	-2	-3	1	20	-7	1	-6	3.2	-15	10
Cc1ccc(CN2C(=O)C(=O)N(CC(N)=O)C2=O)cc1	-1.8	-3	-5	-7	276	-5	-2	-2	-2.1	-5	-1
CCc1ccc(C2C(=O)c3ccccc3C2=O)cc1	-0.6	5	-5	-5	8	-6	-8	-2	-6.3	-7	15
Cc1ccc(Nc2nnc(SCC(=O)c3ccc(O)cc3O)s2)cc1	0.3	-2	-2	-3	95	14	11	-2	0.0	11	-25
CCCC12C(=O)C(C)(C(c3ccccc3)=C1c1ccccc1)C1C(=O)N(c3ccc(C)cc3)C(=O)C12 (centres undefined)	-3.3	9	-5	-6	-12	-18	-2	2	-3.0	-1	-5
CN(C)S(=O)(=O)c1cccc(-c2nnc3n2CCCCC3)c1	0.8	-4	3	-7	-14	3	13	0	-1.3	0	-4
COc1cc(/C=N/NC(=O)c2ccc(CN3C(=O)c4cccc5cccc3c45)cc2)cc(OC)c1O	-0.3	9	0	6	-34	7	-10	-1	-0.4	1	-4
